Dicer inh = blocks human Dicer maturation of pre-miR-21. cat-ELCCA pre-miR-21 Dicer processing, chemiluminescence; hits give high values. z-score at 25 µM. 47,000 compounds, 6% hits; in the data active means z-score above about 3, passing the limit was not always enough;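 further: plate controls were vehicle for no effect and no enzyme for full effect; higher signal means more uncleaved substrate so more Dicer inhibition; strong numbers were not always called active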
* = called active by the depositor; & = joins results of further samples. An excerpt, so the mix of outcomes need not match the whole.

SMILES | Dicer inh
O=C(CCCN1CCN(c2ccccn2)CC1)c1ccc(F)cc1 | 1.2
c1ccc(CNc2ncnc3nc[nH]c23)cc1 | 1.5&-1.8
Cc1nc(N2C(=O)c3oc4ccccc4c(=O)c3C2c2ccccc2F)sc1C (stereo not drawn) | -1.4
CCC(=O)N1CC23C=CC(CC2CC12CCCCC2)O3 (stereo not drawn) | 0.89
O=C(C1CCCCC1)N1CC(=O)N(CCc2ccccc2)C(=O)C1 | -0.81
CC(C)n1c(SCC(=O)c2ccc(Cl)cc2)nc2cc(C(F)(F)F)ccc21 | -1.1
O=C(NNc1cccc(C(F)(F)F)n1)c1c(F)cccc1F | 1.5
COc1cccc(C2C(C#N)=C(C)NC3=C2C(=O)CC(c2ccccc2)C3)c1OC (stereo not drawn) | 0.85
Cc1cc2ncc(-c3ccc(Cl)c(Cl)c3)nc2cc1C | -0.46
O=C(Nc1ccc(Br)cc1)c1cnn2c1NC(c1cccs1)CC2C(F)(F)F (stereo not drawn) | 3.2*
COc1ccc2oc(CS(=O)c3ccccc3)c(C(=O)O)c2c1 (stereo not drawn) | 0.75
CC(C)c1nnc2n1N=C(c1ccc(Cl)cc1)CS2 | -0.41
CC(C)CNc1nc(Oc2ccc(=O)n(C)n2)nc(N2CCOCC2)n1 | 1.6
O=C1CCCc2nc(Nc3nc(-c4ccccc4)c4ccccc4n3)ncc21 | 0.33
O=C(Nc1ccc(-c2nc3ncccc3o2)cc1)c1ccc([N+](=O)[O-])o1 | 0.38
CN1N=C(C(C)(C)C)CSC1=Nc1ccc(F)cc1 | -0.2
Cc1cc(C)cc(NC(=S)NCCCNC(=O)OC(C)(C)C)c1 | -0.24
COC(=O)C(C(C(=O)OC)N1CCOCC1)N1CCOCC1 (stereo not drawn) | -1
N#Cc1ccc(Oc2ccc(C(F)(F)F)cc2N)cc1 | -0.55
CCCOC(=O)Cc1n[nH]c(=O)[nH]c1=O | -0.87
C(=C\c1ccc2c(c1)OCO2)/C1=NN(c2ccccc2)C(c2ccc3c(c2)OCO3)C1 (stereo not drawn) | 0.21
CN1c2ccccc2C(=O)/C(=C\Nc2cccnc2)S1(=O)=O | -0.27
Cc1nc2ccc(Cc3ccc4nc(C)[nH]c4c3)cc2[nH]1 | 5*
c1ccc(-c2nc3c4ccccc4ccn3c2CN2CCOCC2)cc1 | -0.15
CC(=O)Nc1c(F)cc(F)cc1[N+](=O)[O-] | -0.41
CC(C)=CC(NCc1ccccc1O)C(=O)O (stereo not drawn) | -1.5
FC(F)(F)c1cccc(N2CCN(C3=Cc4ccccc4CC3)CC2)c1 | -3.5
O=C(O)c1ccc2nc(CCc3ccccc3)[nH]c2c1 | -0.38
Cc1c(NS(=O)(=O)c2ccc3c(c2)n(C)c(=O)n3C)c(=O)n(-c2ccccc2)n1C | 0.29
CCCCC#Cc1cncc(C(=O)N/N=C/c2ccccc2)c1 | -0.3

4 of these compounds in another layout.
> Cc1c(NS(=O)(=O)c2ccc3c(c2)n(C)c(=O)n3C)c(=O)n(-c2ccccc2)n1C
  Dicer inh = 0.29
> Cc1nc2ccc(Cc3ccc4nc(C)[nH]c4c3)cc2[nH]1
  Dicer inh = 5*
> c1ccc(-c2nc3c4ccccc4ccn3c2CN2CCOCC2)cc1
  Dicer inh = -0.15
> CC(=O)Nc1c(F)cc(F)cc1[N+](=O)[O-]
  Dicer inh = -0.41

(listing goes on)
SMILES | Dicer inh
COc1ccccc1NC(=O)CN1c2cccc3cccc(c23)S1(=O)=O | 0.06
CCCCCCCOc1ccc(/C=C/c2c([N+](=O)[O-])c(=O)n(C)c(=O)n2C)cc1 | 1.6
COC(=O)C1=C(C)NC(C)=C(C(=O)OC)C1C | -1.4
Cc1cc(C)c(C=C2C(=O)CCCC2=O)[nH]1 | -0.93
CSc1scc(NC(=O)Nc2cc(Cl)cc(Cl)c2)c1S(=O)(=O)C(C)C | 30*
O=C1c2ccccc2S(=O)(=O)N1CCCCN1CCN(c2ncccn2)CC1 | 0.08
Cc1csc2c(=O)n(CCN3CCSCC3)c(=O)[nH]c12 | 5.9*
N#Cc1cnc(-c2ccncc2)nc1-c1cccs1 | 0.18
CCCCC#Cc1ccc(C(=O)NN)o1 | 0.46
CC(=N\Nc1c(Cl)cc(Cl)cc1Cl)/C(=N\O)C(=O)Nc1ccccc1 | 3*
COC(=O)Cc1nc(Nc2ccccc2)sc1C | -0.11
CCCC(CC(=O)O)(C(=O)O)c1ccccc1 (stereo not drawn) | -0.72
NC(=S)N=Nc1c(O)[nH]c2ccc(Br)cc12 | 1.4
Cc1oc(C(C)(C)C)cc1-c1cc(N)n(C)n1 | 0.85
O=C(O)CCC(=O)NC1Cc2ccccc2C1 | -0.49

An excerpt from further up, for reference:
SMILES | Dicer inh
COc1ccccc1NC(=O)CN1c2cccc3cccc(c23)S1(=O)=O | 0.06
CCCCCCCOc1ccc(/C=C/c2c([N+](=O)[O-])c(=O)n(C)c(=O)n2C)cc1 | 1.6
COC(=O)C1=C(C)NC(C)=C(C(=O)OC)C1C | -1.4

(continued)
SMILES | Dicer inh
CCOC(=O)N/N=C(\C)c1cc(C(F)(F)F)cc(C(F)(F)F)c1 | -0.66
CC(=O)Nc1ccc(N2C(=O)CC(N3CCCC(C)C3)C2=O)cc1 (stereo not drawn) | 0.76
CSc1ccc([N+](=O)[O-])c(CS(=O)(=O)c2ccccc2)c1 | -0.58
NC(=O)CSc1nnc2n(Cc3ccccc3)c(=O)c3c(n12)-c1ccccc1CC31CCCCC1 | 3
COC(=O)c1c(NC(=O)C(C)C)sc2c1CCC2 | 0.44
COc1cccc(C2c3c(oc4ccc(C)cc4c3=O)C(=O)N2Cc2ccc3c(c2)OCO3)c1 (stereo not drawn) | -0.64
CCc1cc(C)cc(OCC(O)Cn2c[n+](C)c3ccccc32)c1 (stereo not drawn) | -1.1
CC1=NCCN1CCNC(=O)Nc1ccc(C(C)(C)C)cc1 | 0.15
CC1C(=O)N(C)c2ccc(S(=O)(=O)N3CCOCC3)cc21 (stereo not drawn) | 0.01
CNS(=O)(=O)c1ccc(C)c(-c2nnc3c4ccccc4c(C)nn23)c1 | 4.5*
CC(C)(C)C(=O)NNC(=O)c1cc2ncc(C(F)(F)F)cc2s1 | 1
O=C(O)c1ccc(S(=O)(=O)c2cc(Cl)ccc2Cl)c([N+](=O)[O-])c1 | -1.5
CC1=Nn2c(nc3sc(-c4ccccc4)cc3c2=O)SC1 | -1.3
C#CC(CC)(CC)NC(=O)NC(=O)c1ccccc1Cl | -0.91
COC(=O)CN(c1cccc2ccccc12)S(C)(=O)=O | -0.72
Cn1ncc(C(=O)Nc2ccc(Cl)c(Cl)c2)c1[N+](=O)[O-] | -0.64
O=C(O)c1ccc2nsnc2c1 | 1
O=C(Nc1nc2c(s1)CCc1ccccc1-2)c1ccc([N+](=O)[O-])s1 | 0.57
NNC(=O)CNC(=O)c1c(F)cccc1F | -2
Cc1n[nH]c(C)c1C(=O)CC1(O)C(=O)N(CCc2ccccc2)c2ccc(Br)cc21 (stereo not drawn) | 0.78
CSC1=NCCCN1S(=O)(=O)c1ccc(Cl)cc1 | -0.25
O=c1cc(-c2cc3ccccc3o2)oc2ccccc12 | -1.6
CN(C(=O)c1ccc(F)cc1)c1nc(-c2ccc(Cl)s2)cs1 | 0.21
CC(C)c1ccc(C(=O)CC2(O)C(=O)Nc3ccccc32)cc1 (stereo not drawn) | -1.4
CC(C)(C(=O)Oc1ccc(Cl)cc1)S(=O)(=O)c1ccc(C(F)(F)F)cn1 | -2.1
CCOC(=O)c1c(O)c2ccccc2n(C)c1=O | 0.14
CC(C)NC(=O)O/N=C(\N)Cc1cccc2ccccc12 | 1.2
Cc1ccc(S(=O)(=O)NC(=O)Nc2ccc3c(c2)C(=O)OC3)cc1 | 1.3
COc1ccc(C(=O)Nc2cnc3ccccn3c2=O)cc1 | -0.56
O=C(OCCN1CCN(C2=NS(=O)(=O)c3ccccc32)CC1)c1cccc2ccccc12 | 3.2*
Cc1cccc(NC(=O)Nc2ccc(C)c(Cl)c2)n1 | -1.5
C=CCNc1cc(C)nc2ccc(C)cc12 | 1.4
CCCCNCC(=O)c1c(N)n(C)c(=O)n(C)c1=O | 2.4
CCC1C(=O)N=C(SCC(=O)Nc2ccc(Br)cn2)NC1=O (stereo not drawn) | 0.57
CCCCNC(=O)NNC(=O)c1cc(C)on1 | -0.17
N#C/C(=C\Nc1ccccn1)C(=O)c1ccccc1 | 0.39
O=C(Nc1ccc(-c2nc3ccccc3s2)cc1)c1cccc2c1OCCCO2 | -0.87
CCCCNc1nc(CCCC)c2c(c1C#N)CC(C)(C)OC2 | 1.2
c1ccc(-c2ccccn2)nc1 | -0.3
COC(=O)c1cc(NC2OC(=O)c3ccccc32)cc(C(=O)OC)c1 (stereo not drawn) | -0.57
CSc1nnc2c(n1)OC(c1ccc(O)cc1)Nc1ccc(Br)cc1-2 (stereo not drawn) | -0.55
CC(C)CCCC(C)C1CCC2C3CCC4=C/C(=N/NC(=S)Nc5ccc(F)cc5)CCC4(C)C3CCC12C (stereo not drawn) | 0.19
CC1(C)CSC(=NC2CCCCC2)N1 | 3.2*
Cc1ccc(/C=C2\CSc3ccccc3C2=O)cc1 | -0.69
c1ccc(-c2nc3c4ccccc4ccn3c2CN2CCCCC2)cc1 | -0.46
Cc1csc(NC(=O)Nc2ccc(C(F)(F)F)cc2)c1Cl | 0.31
O=C(NC(=O)c1ccc(Oc2ccc(Cl)cc2)c([N+](=O)[O-])c1)Nc1ccccc1C(F)(F)F | 0.23
O=C(CSc1n[nH]c(=O)n1-c1ccc(OCc2ccccc2)cc1)c1ccc(Cl)cc1 | -2
CCOC(=O)C1CCN(S(=O)(=O)c2ccc3oc4ccccc4c3c2)CC1 | -0.96
COc1ccc(Nc2nnns2)cc1 | 0.19
CC(C)c1ccc(C2N=C(N)Nc3nc4ccccc4n32)cc1 (stereo not drawn) | 2.9
CC(C)c1ccc(NC(=O)Cn2c(=O)oc3cccnc32)cc1 | -0.57
CC(C)(C)c1ccc(-c2nc(=S)[nH][nH]2)cc1 | -0.01
CCn1ccc(C(=O)Oc2ccc(Cl)cc2)n1 | 2.1
OCc1ccccc1CN1CCOCC1 | 0.95
Cc1[nH]nc(SCC(=O)O)c1[N+](=O)[O-] | -0.42
O=C(O)/C=C/C(=O)NN=C(c1ccccc1)c1ccccc1 | -1.2
CN(C)c1nc(-c2ccccc2)[nH]c(=O)n1 | -0.17
COC(=O)c1cc(O)c(C(=O)OC)s1 | -1
Cc1c(Cl)cccc1N1C(=O)C2C(c3ccccc3)OC3(C(=O)c4ccccc4C3=O)C2C1=O (stereo not drawn) | 0.46
New compounds follow.
SMILES | Dicer inh
CCCCCCC#Cc1cncc(NC(=O)N2CCN(c3ccccc3)CC2)c1 | -0.61
O=C(NCCCCCCO)OCC1c2ccccc2-c2ccccc21 | -0.78
CC(C)(C)C(=O)Nc1cc(C2CC2)nn1-c1ccccc1 | -0.72
CCOC(=O)C1=C(C)NC2=C(C(=O)CC(C)(C)C2)C1c1cccc(O)c1 (stereo not drawn) | -1.4
CC1(C)Cc2nc3sc(C(=O)NCCO)c(N)c3cc2CO1 | 0.35
N#C/C(=C1C=C(Br)/C(=N/O)C=C/1Cl)c1ccccc1 | 4.5
COC(=O)CSc1cc(C)nc2ccccc12 | -1.2
CCCCC(=O)N(c1ccc2oc(=O)sc2c1)S(=O)(=O)c1cc(OC)ccc1OC | 5.2*
C=CCOC(=O)C1=C(C)NC2=C(C(=O)CCC2)C1c1ccccc1OC(C)C (stereo not drawn) | 0.56
CCN(CC)C(=O)N1c2ccccc2Sc2ccccc21 | 0.61
Cn1c2c(c3ccccc31)/C(=N/OC(=O)c1cccc(C(F)(F)F)c1)CCC2 | -0.44
CCCOc1ccc(C(Nc2ccccn2)c2ccc3cccnc3c2O)cc1 (stereo not drawn) | 2.6
CCSC1=C(C#N)C(=O)NC(c2ccc(OC)cc2OC)S1 (stereo not drawn) | 0.09
OC(CNC1CCc2ccccc21)COc1ccc(-c2csnn2)cc1 (stereo not drawn) | -0.87
Cn1c(=O)c([N+](=O)[O-])c(O)c2c(=O)n(-c3ccccc3)c(=O)n(-c3ccccc3)c21 | -1.4

An excerpt from above in order of count of non-hydrogen atoms, high to low:
SMILES | Dicer inh
CCCCC(=O)N(c1ccc2oc(=O)sc2c1)S(=O)(=O)c1cc(OC)ccc1OC | 5.2*
C=CCOC(=O)C1=C(C)NC2=C(C(=O)CCC2)C1c1ccccc1OC(C)C (stereo not drawn) | 0.56
OC(CNC1CCc2ccccc21)COc1ccc(-c2csnn2)cc1 (stereo not drawn) | -0.87
O=C(NCCCCCCO)OCC1c2ccccc2-c2ccccc21 | -0.78
CCN(CC)C(=O)N1c2ccccc2Sc2ccccc21 | 0.61

An excerpt of these results, as labelled records.
COC(=O)CSc1cc(C)nc2ccccc12
  Dicer inh = -1.2

CCCCC(=O)N(c1ccc2oc(=O)sc2c1)S(=O)(=O)c1cc(OC)ccc1OC
  Dicer inh = 5.2*

C=CCOC(=O)C1=C(C)NC2=C(C(=O)CCC2)C1c1ccccc1OC(C)C (stereo not drawn)
  Dicer inh = 0.56

Remaining list, next part.
SMILES | Dicer inh
CN(C)c1ccc(C2N=C(N)Nc3nc4ccccc4n32)cc1 (stereo not drawn) | 1.4
COCCCNC(=S)Nc1c(Cl)cccc1Cl | -4.5
Cc1cc(C)nc(N/C=C(\C#N)S(=O)(=O)c2ccc(Cl)cc2)n1 | -0.31
COc1ccccc1C(=O)CC1(O)C(=O)N(Cc2cccc(F)c2)c2ccccc21 (stereo not drawn) | 0.08
CCOC(=O)C1=C(C)NC2=C(C(=O)CC(C)(C)C2)C1c1ccccc1 (stereo not drawn) | -1.9
Cc1nn(-c2ccccc2)nc1C(=O)Nc1nnc(Sc2ccnc3cc(Cl)ccc23)s1 | -0.35
Cc1c(S(=O)(=O)Cc2ccc(F)cc2)c(N)n(Cc2ccccc2Cl)c1C | 0.14
COC(=O)C(=Cc1ccc(-c2cc(C(F)(F)F)ccc2Cl)o1)C(=O)OC | -0.84
Cn1c(Cn2c3ccccc3c3ccccc32)nnc1Sc1ncccc1[N+](=O)[O-] | 2.4
Cc1c(C)c(C)c(CSCC(=O)NNC(=S)NC2CC3C=CC2C3)c(C)c1C (stereo not drawn) | -0.26
Cc1ccc(S(=O)(=O)CCSc2n[nH]c(=O)n2-c2ccc3c(c2)OCCO3)cc1 | -2.5

Screening results from PubChem.
